Screens (PubChem)
Tat transport = inhibitors of E. coli Tat protein transport; E. coli MC4100 TorA-mCherry Tat export, fluorescence; inhibition, % at 10 µM; 340,000 compounds, 0.036% hits; AID 488895;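 active = mean replicate inhibition at least 50% and at least half of replicates individually reaching 50%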;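 note: exported cargo escapes ClpAP degradation while cytoplasmic cargo is degraded and loses fluorescence; 0% = median of neutral control wells and 100% = median of NaSCN control wells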
Mot1-301 SUMO = blocks SUMOylation pathway, rescuing yeast Mot1-301 growth. growth rescue, % at 18.8 µM. S. cerevisiae Mot1-301 growth rescue, ATP luminescence, 38.5C; percent above DMSO median, 100 means doubled. 320,000 compounds, 1% hits;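 active = every valid replicate shows activation above 250% relative to neutral control wells; inactive = the rest, any valid replicate at or below 250%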;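 note: OY570 slx delta 5 strain wells were the positive control but not used for scaling; some compounds called inactive have numbers as strong as hits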
phage Ecoli inh = E. coli growth loss with phage present. growth absorbance. inhibition, % at 11.9 µM. 360,000 compounds, 0.26% hits. AID 651602; in the data active = inhibition above about 11%
PKA-R1A activ = PKA-R1A complex activation; P00514+P68181; PKA-R1A dissociation, Cy5-IP20 fluorescence polarization; scaled: DMSO 0%, 113 µM cGMP 100%; activation, % at 11.4 µM; 340,000 compounds, 0.083% hits;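 active = percent activation above the mean of all tested compounds plus 3 SD, cut at about 19% in these data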;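 note: higher means more PKAc released from R1A so a rise in polarization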
* = called active by the depositor; . = not tested or not shown. Not all compounds are listed; rates above refer to the full screens.

Tat transport,Mot1-301 SUMO,phage Ecoli inh,mol,PKA-R1A activ
3.7,8.2,-0.6,COc1cc2nc(-c3ccccc3)nc(N3CCCC3)c2cc1OC,.
-3.2,-13.6,-0.5,Cc1ccc2[nH]c3c(c2c1)CN(C(=O)CN1CCSCC1)CC3,.
.,.,4.5,COc1ccc(NC(=O)N(C)C[C@@H]2OCc3cn(nn3)CCCC(=O)N([C@H](C)CO)C[C@H]2C)cc1,-7.3
.,.,2.4,C[C@@H]1CN([C@@H](C)CO)C(=O)c2cc(-c3cccnc3)cnc2O[C@H]1CN(C)C(=O)c1cccc(F)c1,-7.0
.,.,2.0,COc1ccc(-c2ccc(CN3C(C)C(=O)N(Cc4cn(CCC5OCCO5)nn4)CCS3(=O)=O)cc2)cc1 (stereo unspecified),-7.4
.,.,2.4,Cc1noc(C)c1NC(=O)N(C)C[C@@H]1Oc2cc(Br)ccc2S(=O)(=O)N([C@@H](C)CO)C[C@H]1C,-1.6
.,.,2.8,CC(C)NC(=O)N(C)C[C@@H]1Oc2cc(C#Cc3ccccn3)ccc2S(=O)(=O)N([C@@H](C)CO)C[C@H]1C,-2.6
.,.,-1.4,Cc1cccc(C#CC2=CC(=O)CC(C)(C)C2)c1,-8.0
.,.,3.2,Nc1ccn([C@@H]2O[C@H](CNCc3ccc(-c4cc(C(F)(F)F)ccc4Cl)o3)[C@@H](O)[C@H]2O)c(=O)n1,-7.5
.,.,0.6,CC1C(=O)N(Cc2cn(CCC3OCCO3)nn2)CCS(=O)(=O)N1Cc1ccc(-c2cccc(CO)c2)cc1 (stereo unspecified),5.7
.,.,4.7,C[C@H](CO)N1C[C@H](C)[C@@H](CN(C)Cc2ccc3c(c2)OCO3)OCc2cnnn2CCCC1=O,-8.9
.,.,4.5,Cc1ccc2nc3n(c(=O)c2c1)-c1ncccc1C(=O)NC3Cc1ccc(O)cc1 (stereo unspecified),0.3
.,.,0.4,C#CCN(C[C@H]1[C@H](OC(=O)NCc2ccc(OC)c(OC)c2)[C@H](OC(=O)NCc2ccc(OC)c(OC)c2)C[C@@H](C(=O)OC)[C@H]1C(=O)OC)S(=O)(=O)c1ccc(C)cc1,-7.8
.,.,3.7,COCOCCn1cc(CN2CCS(=O)(=O)N(Cc3ccc(-c4ccc(F)cc4)cc3)C(C(C)C)C2=O)nn1 (stereo unspecified),6.5
.,.,4.3,C[C@@H]1CN([C@H](C)CO)S(=O)(=O)c2ccc(Br)cc2O[C@H]1CN(C)C(=O)Nc1ccc(F)cc1,0.4
.,.,4.4,COc1ccc(S(=O)(=O)Nc2ccc3c(c2)C(=O)N([C@H](C)CO)C[C@H](C)[C@@H](CN(C)C(=O)Nc2ccc(F)cc2)OCCCC[C@H](C)O3)cc1,-5.6
.,.,-0.6,COc1ccc(-c2ccc(CN3C(C)C(=O)N(Cc4cn(CCC5OCCO5)nn4)CCS3(=O)=O)cc2)cn1 (stereo unspecified),9.3
.,.,1.5,C[C@H](CO)N1C[C@H](C)[C@H](CN(C)C(=O)Cc2ccccc2)OCc2cnnn2CCCC1=O,-3.4
.,.,2.3,C[C@@H]1CN([C@@H](C)CO)C(=O)CCCn2nncc2CO[C@@H]1CN(C)S(=O)(=O)c1cccc(F)c1,-3.0
.,.,2.3,C[C@@H]1CN([C@H](C)CO)C(=O)c2cc(NC(=O)Nc3ccc(F)cc3)ccc2O[C@@H](C)CCCCO[C@H]1CN(C)S(=O)(=O)c1cccs1,3.8
.,.,1.9,CCC(=O)N(C)C[C@H]1Oc2ncc(C#Cc3cccnc3)cc2C(=O)N([C@@H](C)CO)C[C@@H]1C,-2.2
.,.,-0.6,C[C@H](CO)N1C[C@H](C)[C@@H](CN(C)C(=O)OCc2ccccc2)OCc2cn(nn2)CCCC1=O,-4.9
.,.,1.2,C[C@H](O)[C@@H]1CN2CCc3c([nH]c4ccccc34)[C@@H]2C[C@@H]1N(C)C(=O)NC1CCCCC1,-0.1
.,.,2.3,C[C@@H]1CN([C@@H](C)CO)C(=O)CCCn2nncc2CO[C@@H]1CN(C)C(=O)Cc1ccccc1,-10.0
.,.,1.5,CC1=C(C(=O)N(C)C)CC(CC(=O)NCCc2ccccn2)C(=O)N1Cc1ccccc1 (stereo unspecified),-3.8
.,.,3.0,C[C@@H]1CN([C@H](C)CO)C(=O)CCCn2nncc2CO[C@H]1CN(C)C(=O)c1cc(-c2ccccc2)on1,2.6
.,.,1.1,CC(C)C1C(=O)N(Cc2cn(Cc3ccco3)nn2)CCS(=O)(=O)N1Cc1ccc(-c2ccc(F)cc2)cc1 (stereo unspecified),5.8
.,.,2.6,Cc1ccc([C@H]2C[C@@H](n3cc(C4CC4)nn3)[C@H](O)CN2Cc2cccs2)cc1,13.4
.,.,0.8,C[C@@H]1CCCCO[C@@H](CN(C)Cc2ccc3c(c2)OCO3)[C@@H](C)CN([C@H](C)CO)C(=O)c2cc(NS(=O)(=O)c3ccccc3)ccc2O1,-7.7
.,.,3.7,C[C@@H]1CN([C@H](C)CO)C(=O)CCCn2nncc2CO[C@H]1CN(C)Cc1ccncc1,7.0
.,.,0.4,COc1ccc([C@H]2C[C@H](n3cc(-c4ccc(F)cc4)nn3)[C@@H](O)CN2CC2CCCCC2)cc1,8.9
.,.,2.0,CNC[C@H]1OCCCC[C@H](C)Oc2ccc(NC(=O)CCCN(C)C)cc2C(=O)N([C@H](C)CO)C[C@@H]1C,1.4
.,.,0.2,C[C@H](O)[C@@H]1C(=O)N2CCc3c([nH]c4ccccc34)[C@@H]2C[C@@H]1N(C)S(=O)(=O)c1ccccc1,4.5
.,.,1.5,C[C@@H]1CN([C@@H](C)CO)S(=O)(=O)c2ccc(Br)cc2O[C@H]1CN(C)Cc1ccccn1,0.4
.,.,3.6,CCN(CC)C(=O)C1=C(C)N(Cc2ccccc2)C(=O)C(CC(=O)NCCc2ccccn2)C1 (stereo unspecified),-10.4
.,.,-6.6,C[C@@H]1CN([C@H](C)CO)C(=O)CCCn2nncc2CO[C@@H]1CN(C)S(C)(=O)=O,-1.9
.,.,1.0,CCN(CC)C(=O)C1=C(C)N(Cc2ccccc2)C(=O)C(CC(=O)NC2CCCC2)C1 (stereo unspecified),-11.3
.,.,-0.4,Cc1noc(C)c1NC(=O)N(C)C[C@@H]1Oc2ncc(C#CC3CC3)cc2C(=O)N([C@@H](C)CO)C[C@@H]1C,6.8
.,.,2.3,CCOC(=O)c1ccc(NC(=O)c2nc[nH]c2C(=O)N[C@@H](C)CO)cc1,2.0
.,.,3.8,CC(C)CC1C(=O)N(Cc2cn(CC3CCCCC3)nn2)CCS(=O)(=O)N1Cc1ccc(-c2ccc(Cl)c(Cl)c2)cc1 (stereo unspecified),0.2
.,.,2.2,CCCCCCN1C[C@H](n2cc(COC(=O)c3ccccc3)nn2)[C@@H](O)C[C@@H]1c1ccc(C)cc1,-18.6
.,.,3.2,CCN(CC)C(=O)C1=C(C)N(CCCOC)C(=O)C(CC(=O)NCCCN(C)C)C1 (stereo unspecified),-5.4
.,.,1.2,COc1cccc(S(=O)(=O)N(C)C[C@@H]2OCc3cnnn3CCCC(=O)N([C@@H](C)CO)C[C@H]2C)c1,-3.2
.,.,-0.1,C[C@H]1CN([C@@H](C)CO)C(=O)c2cc(Br)cnc2O[C@@H]1CN(C)C(=O)CN(C)C,6.4
.,.,1.2,Cc1ccc([C@H]2C[C@H](n3cc(C4CC4)nn3)[C@@H](O)CN2Cc2cccs2)cc1,2.4
.,.,0.4,O[C@H]1CN(CC2CCCCC2)[C@@H](c2ccc(Cl)cc2)C[C@@H]1n1cc(-c2ccc(F)cc2)nn1,-20.1
.,.,2.1,C[C@@H]1CN([C@H](C)CO)C(=O)CCCn2nncc2CO[C@@H]1CN(C)C(=O)NC1CCCCC1,-7.4
.,.,0.4,CCN(CC)C(=O)C1=C(C)N(Cc2ccc(F)cc2)C(=O)C(CC(=O)NCc2cccs2)C1 (stereo unspecified),-4.6
.,.,1.8,CN1C(=O)[C@H]2[C@@H](c3ccccc3)N[C@]3(CCCN(Cc4ccc(F)cc4)C3=O)[C@H]2C1=O,-0.2
.,.,3.4,CCN1C(=O)[C@H]2[C@@H](c3ccc(C(F)(F)F)cc3)N[C@]3(CCCN(Cc4ccc(Cl)cc4)C3=O)[C@H]2C1=O,-6.8
.,.,-0.3,CCN(CC)C(=O)C1=C(C)N(Cc2ccc(F)cc2)C(=O)C(CC(=O)NC(c2ccccc2)c2ccccc2)C1 (stereo unspecified),-7.7
.,.,1.6,Cc1ccc(S(=O)(=O)N2C[C@]3(O)C[C@@H]4C(=O)N(c5ccccc5)C(=O)[C@@H]4C[C@]3(OC(=O)NC3CC3)C2)cc1,1.9
.,.,3.9,C#CCN(C[C@@H]1[C@@H](OC(=O)NCc2ccccc2F)[C@@H](OC(=O)NCc2ccccc2F)Cn2c(=O)n(CCCCCC)c(=O)n21)S(=O)(=O)c1ccc(C)cc1,-5.0
.,.,3.9,C[C@H](CO)N1C[C@H](C)[C@@H](CN(C)Cc2ccc3c(c2)OCO3)Oc2cc(Br)ccc2S1(=O)=O,-14.5
.,.,1.4,CCCCCCN1C[C@H](O)[C@@H](n2cc(-c3ccc(F)cc3)nn2)C[C@@H]1c1ccc(Cl)cc1,2.9
.,.,1.7,C[C@H](CO)N1C[C@H](C)[C@H](CN(C)C(=O)c2ccncc2)OCc2cnnn2CCCC1=O,1.1
.,.,0.7,CCN1CCC[C@H]1CNCCCn1cnc2c(SC)ncnc21,-3.1
.,.,1.0,CCN(CC)C(=O)C1=C(C)N(Cc2ccc(C(C)(C)C)cc2)C(=O)C(CC(=O)NCc2ccco2)C1 (stereo unspecified),-2.5
.,.,1.7,C#CCN(C[C@@H]1[C@@H](OC(=O)NCc2ccco2)[C@@H](OC(=O)NCc2ccco2)Cn2c(=O)n(CCCCCC)c(=O)n21)S(=O)(=O)c1ccc(C)cc1,6.7
.,.,3.3,C[C@H]1CN([C@@H](C)CO)C(=O)CCCn2nncc2CO[C@H]1CN(C)C(=O)Nc1cccc(Oc2ccccn2)c1,-4.2

Among those listed so far, 4 contain an NH in an aromatic ring.
Tat transport,Mot1-301 SUMO,phage Ecoli inh,mol,PKA-R1A activ
-3.2,-13.6,-0.5,Cc1ccc2[nH]c3c(c2c1)CN(C(=O)CN1CCSCC1)CC3,.
.,.,1.2,C[C@H](O)[C@@H]1CN2CCc3c([nH]c4ccccc34)[C@@H]2C[C@@H]1N(C)C(=O)NC1CCCCC1,-0.1
.,.,0.2,C[C@H](O)[C@@H]1C(=O)N2CCc3c([nH]c4ccccc34)[C@@H]2C[C@@H]1N(C)S(=O)(=O)c1ccccc1,4.5
.,.,2.3,CCOC(=O)c1ccc(NC(=O)c2nc[nH]c2C(=O)N[C@@H](C)CO)cc1,2.0

The list goes on.
Tat transport,Mot1-301 SUMO,phage Ecoli inh,mol,PKA-R1A activ
.,.,-0.2,O=C(c1cc(Cl)cc(Cl)c1)N1CCC2CC1c1cc(N3CCCCC3)ccc12 (stereo unspecified),6.3
.,.,3.0,CCCCCCN1C[C@@H](n2cc(-c3ccc(F)cc3)nn2)[C@H](O)C[C@@H]1c1ccc(OC)cc1,-7.8
.,.,1.5,CSC[C@H]1CN(c2ccccc2)C(=O)[C@@H]1CC(=O)Nc1ccc(Br)cc1,-5.3
.,.,4.5,CC(C)NC(=O)N(C)C[C@H]1Oc2ncc(Br)cc2C(=O)N([C@H](C)CO)C[C@@H]1C,12.6
.,.,2.6,CCCCCCN1C[C@H](O)[C@@H](n2cc(-c3ccc(F)cc3)nn2)C[C@@H]1c1ccc(C)cc1,-2.5
.,.,3.8,COc1cccc(S(=O)(=O)N(C)C[C@@H]2OCc3cn(nn3)CCCC(=O)N([C@@H](C)CO)C[C@H]2C)c1,-4.2
.,.,7.9,C[C@H](CO)NC(=O)c1[nH]cnc1C(=O)Nc1ccc(CNC(=O)OC(C)(C)C)cc1,3.7
.,.,5.1,C[C@H](CO)N1C[C@H](C)[C@@H](CN(C)C(=O)c2ccc3ccn(C)c3c2)OCc2cnnn2CCCC1=O,11.1
.,.,4.4,C[C@@H]1CCCCO[C@@H](CN(C)CC2CCCCC2)[C@@H](C)CN([C@H](C)CO)C(=O)c2cc(NS(=O)(=O)c3ccc(Cl)cc3)ccc2O1,3.4
.,.,3.9,COc1ccc(CN(C)CCCn2cnc3c(SC)ncnc32)cc1OC,1.2
.,.,0.4,COC(=O)C[C@@H]1C[C@@H]2c3cc(NS(=O)(=O)c4ccc(F)cc4)ccc3O[C@@H]2[C@H](CO)O1,-10.4
.,.,2.4,C[C@@H]1CN([C@@H](C)CO)C(=O)CCCn2nncc2CO[C@@H]1CN(C)C(=O)C1CCCCC1,-3.7
.,.,3.2,c1ccc(COc2ncnc3c2ncn3CCCNCc2cccs2)cc1,-11.3
.,.,2.1,CC(C)(C)OC[C@H](NC(=O)c1[nH]cnc1C(=O)Nc1ccccc1F)C(=O)OC(C)(C)C,-11.8
.,.,6.7,COc1ccc(NC(=O)Nc2ccc3c(c2)C(=O)N([C@H](C)CO)C[C@H](C)[C@@H](CN(C)Cc2ccc(Cl)c(Cl)c2)OCCCC[C@@H](C)O3)cc1,4.7
.,.,-0.3,C[C@@H]1CN([C@@H](C)CO)C(=O)CCCn2nncc2CO[C@@H]1CN(C)C(=O)Nc1ccccc1C(F)(F)F,-5.1
